# Source: PubChem BioAssay (National Center for Advancing Translational Sciences (NCATS))
# RGS4 inhibitor: blocks human RGS4-accelerated GTP hydrolysis | P49798 | Transcreener GDP fluorescence polarization, RGS4-accelerated GTP hydrolysis | Potency, µM (series often up to 114 µM), inactives show at the highest dose activity change, negative = inhibition, usual class: inhibitors | 390,000 tested, 0.039% active; note: potency is the fitted concentration of half-maximal effect; % is set by controls: 0 for no effect and ±100 for the full control effect; nearly all actives have a fitted effect of over 75% in size; some results filed as inactive show a strong effect at the top dose
# Target sequence (P49798 whole entry, looked up): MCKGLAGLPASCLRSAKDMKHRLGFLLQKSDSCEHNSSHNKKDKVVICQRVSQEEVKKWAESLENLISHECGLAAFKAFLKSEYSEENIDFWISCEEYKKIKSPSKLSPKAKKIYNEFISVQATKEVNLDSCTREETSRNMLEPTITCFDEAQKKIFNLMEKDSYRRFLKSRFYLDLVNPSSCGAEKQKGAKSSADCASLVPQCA
#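 MLSMR compounds (23 nl, pin-transferred) preincubated 10 min at room temperature with a 500nM (2x) first reagent, then RGS4 at 900nM (2x) plus Transcreener GDP mix added; fluorescence polarization (620/688 nm) read before and after 90 min at 30 °C.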
# APEX1 inh: blocks human APE1 abasic DNA cleavage | P27695 | recombinant APE1, TAMRA/BHQ-2 abasic DNA cleavage fluorescence | Potency, µM (top dose mostly 65.8 µM), for inactives: at the top dose activity change, negative = inhibition, actives largely listed as inhibitors | 350,000 tested, 0.35% active;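 note: potency is the fitted concentration of half-maximal effect; plate controls were vehicle for no effect and reference inhibitor for full effect; nearly all actives have a fitted effect of over 55% in size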
#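 Kinetic fluorescence read (525 ex/598 em nm, three reads 60 s apart) of AP-site incision; signal = third minus first read. Enzyme 0.75 nM, dual-labelled THF duplex 50 nM, compound preincubation 15 min RT.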
# POLB inh: blocks human DNA polymerase beta activity; AID 485314; 340,000 tested, 1.3% active; P06746; Pol beta primer extension/strand displacement, fluorescence kinetic; Potency, µM (highest dose often 114 µM), for inactives: at the highest dose activity change, negative = inhibition, hits mostly inhibitors; note: potency is the fitted concentration of half-maximal effect; % is set by controls: 0 for no effect and ±100 for the full control effect
#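 10 nM enzyme + cpd, 15 min RT; start with substrate 50 nM final; read 0 min and after 10 min RT. Corrected, normalized data; 4-parameter Hill curve fit.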
# LDHA inh: blocks human lactate dehydrogenase A; purified LDHA, NADH/diaphorase-resazurin fluorescence; stronger effect = lower value; activity change, % (values are at about 110 or 230 µM); 480,000 tested, 0.15% active; in the data active = activity change below about -30%; inconclusive = mostly about -25% to -30%;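 note: plate controls were DMSO wells for no effect and wells without enzyme for full effect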
#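 Enzyme activity of human lactate dehydrogenase 5 (2 nM; 0.06 mM NADH, 0.2 mM pyruvate, 5 min, RT) is measured via a resazurin/diaphorase fluorescence readout of residual NADH.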
# POLK inh: blocks human DNA polymerase kappa activity | 400,000 tested, 0.53% active | Potency, µM (series often up to 107 µM), without a hit: at the highest dose activity, negative = inhibition, most hits filed as inhibitors | purified Pol kappa, fluorescent DNA synthesis assay, 10 min; note: potency is the fitted concentration of half-maximal effect; % is set by controls: 0 for no effect and ±100 for the full control effect
#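 Fluorescent qHTS in 1536-well format: enzyme (10 nM) and compound sat 15 min at room temperature before 50 nM substrate (final) was added. Signal taken at 0 and 10 min; no-enzyme buffer wells were negative controls.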
# Anesthetic bind: binds horse apoferritin like a general anesthetic; apoferritin/1-aminoanthracene competitive binding, fluorescence; Potency, µM (top dose mostly 77.5 µM), inactives show top-dose activity change, negative = displacement, most hits filed as inhibitors; 350,000 tested, 0.074% active; note: potency is the fitted concentration of half-maximal effect; % is set by controls: 0 for no effect and ±100 for the full control effect; nearly all actives have a fitted effect of over 20% in size
# Target sequence (P02791 2-175 limits assumed): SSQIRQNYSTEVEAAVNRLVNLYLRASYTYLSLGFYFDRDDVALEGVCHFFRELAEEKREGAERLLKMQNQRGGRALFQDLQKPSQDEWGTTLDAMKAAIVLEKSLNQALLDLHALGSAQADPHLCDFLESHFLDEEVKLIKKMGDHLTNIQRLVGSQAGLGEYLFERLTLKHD
#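 Apoferritin-based anesthetic binding model; compound displacement of fluorescent 1-AMA measured as endpoint fluorescence after 10 minutes at room temperature, scaled to free-ligand and complex controls.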
# 12-LOX inh: inhibitors of human 12S-lipoxygenase ALOX12; P18054; purified 12hLO, xylenol orange hydroperoxide absorbance; Potency, µM (series often up to 108 µM), without a hit: top-dose activity change, negative = inhibition, usual class: inhibitors; 580,000 tested, 1.1% active; note: potency is the fitted concentration of half-maximal effect; % is set by controls: 0 for no effect and ±100 for the full control effect
# Target sequence (P18054 whole entry, looked up): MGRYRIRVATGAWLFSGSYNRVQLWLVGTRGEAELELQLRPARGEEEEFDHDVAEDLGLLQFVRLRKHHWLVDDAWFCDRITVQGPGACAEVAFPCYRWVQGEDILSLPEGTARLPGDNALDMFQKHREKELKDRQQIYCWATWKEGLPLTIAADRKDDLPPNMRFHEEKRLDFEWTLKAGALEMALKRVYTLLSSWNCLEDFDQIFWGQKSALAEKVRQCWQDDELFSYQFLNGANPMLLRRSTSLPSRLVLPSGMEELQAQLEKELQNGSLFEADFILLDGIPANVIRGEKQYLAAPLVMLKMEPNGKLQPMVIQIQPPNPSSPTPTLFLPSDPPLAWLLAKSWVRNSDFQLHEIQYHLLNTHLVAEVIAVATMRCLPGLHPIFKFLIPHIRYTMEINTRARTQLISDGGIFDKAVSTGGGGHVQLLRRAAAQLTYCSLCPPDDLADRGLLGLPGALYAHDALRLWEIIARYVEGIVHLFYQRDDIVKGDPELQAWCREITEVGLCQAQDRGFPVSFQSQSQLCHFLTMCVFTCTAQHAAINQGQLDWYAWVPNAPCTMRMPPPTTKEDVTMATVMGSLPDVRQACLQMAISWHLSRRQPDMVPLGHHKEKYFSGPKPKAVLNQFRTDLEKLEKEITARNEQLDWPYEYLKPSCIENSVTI
#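 Purified human 12hLO at 150 nM in 25 mM Hepes, 0.01% Triton X-100, pH 7.0, preincubated 15 min at room temperature with compound. Reaction started with 40 uM arachidonic acid, 30 min at room temperature. Hydroperoxide measured by Fe-xylenol orange, 573/405 nm absorbance ratio.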
# ERG Ets-DNA blk: ERG Ets/DNA interaction inhibition | P11308 | fluorescence polarization, His-ERG Ets domain / labelled DNA | Potency, µM (doses to about 76.9 µM), without a hit: at the top dose FP activity, negative = inhibition, hits mostly inhibitors | 370,000 tested, 0.028% active; active = well fitted inhibition curve with a large enough effect in the polarisation, with a control signal flat; inconclusive = small, poorly fitted or top-dose-only effect, or effect the other way, or a change in a side signal; inactive = no such curve, though single readings can be large or run the other way; the % refers to the polarisation;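 note: polarization taken with two DNA probes labelled with fluorescein and Texas red; potency is the fitted concentration of half-maximal effect; % of control where 0% means no effect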
#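 His-tagged ERG Ets domain (1 uM in the protein solution; 300mM KCl, 50mM Tris-HCl, 1mM EDTA, 1mM DTT, pH 7.5) received compound, then a probe mix of 5 nM fluorescein-DNA and 100nM Texas-615-DNA. Fluorescence polarization was read for both dyes.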
# POLH inh: blocks human DNA polymerase eta activity | Q9Y253 | recombinant Pol eta, fluorescent DNA replication assay | Potency, µM (highest dose often 114 µM), inactives show top-dose activity change, negative = inhibition, hits mostly inhibitors | 390,000 tested, 1.2% active | AID 588591; note: potency is the fitted concentration of half-maximal effect; % is set by controls: 0 for no effect and ±100 for the full control effect
#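 Pol eta at 10 nM preincubated with compounds 15 min at room temperature; reaction started with fluorescent substrate (50 nM final) and read kinetically at 0 and 10 min.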
# * hit, by the source's call; ? = inconclusive; . = not tested or not shown; & = joins results of further samples; [ ] = another dose, or the depositor's remark. Unless noted, calls come from the whole dose curve; as a rule, active = well fitted curve in the direction sought with a large enough effect; inconclusive = small, poorly fitted or top-dose-only effect, or another doubt; inactive = no such curve, though single readings can be large; an effect the other way counts as inactive or inconclusive. The list is partial; count on the stated rates, not on these rows.
SMILES,RGS4 inhibitor,APEX1 inh,POLB inh,LDHA inh,POLK inh,Anesthetic bind,12-LOX inh,ERG Ets-DNA blk,POLH inh
COc1cccc(CNC(=O)CSc2cc(=O)n(C)c3ccccc23)c1,15%,8%,-6%,0,-8%,-9%,-7%,1%,-18%
CCOc1ccc(Oc2nc(N(CC)CC)nc(N3CCOCC3)n2)nn1,-18%,16%,14%,-2,5%,-10%,10%,0%,-17%
CC(=O)c1sc(NC(=O)c2cnc(Cl)c(Cl)c2)nc1C,-20%,14%,2%,-3,5%,-10%,-16%,19%,-17%
COc1ccc(C(=O)COC(=O)c2cncc(Br)c2)cc1,-5%,-9%,.,-8,-4%,.,0%,1%,-19%
COC(C[C@@H](O)[C@H](C)[C@H](O)COCc1ccccc1)OC,8%,-1%,-8%,-9,-5%,2%,4%,1%,2%
CCc1ccc(-c2nc(CN3CCC(C(=O)NCc4ccccc4OC)CC3)c(C)o2)cc1,-6%,1%,-7%,0,2%,-17%,-12%,2%,-17%
CCOC(=O)[C@@H]1[C@H]2COc3cc(OC)ccc3[C@H]2N2C(=O)N(c3ccc(F)cc3)C(=O)[C@@]12C,-6%,39%,2%,-3,-6%,-9%,5%,-9%,-24%
CC(=O)Nc1ccc(S(=O)(=O)Nc2c(NC3CCCCC3)c3ccccc3oc2=O)cc1,6%,65%[activator],9%,-2&-12,-5%,-8%,-11%&-16%,-4%,-8%
CCSc1ncc(Cl)c(C(=O)N2CCN(c3ccc(OC)cc3)CC2)n1,2%,.,14%,3,9%,-7%,-23%,1%,-25%
CCOC(=O)N1CCN(S(=O)(=O)c2cc(Br)cnc2N)CC1,-13%,-2%,30%,-7,-4%,-12%,0%,2%,4%
Cc1cc(=O)oc2cc(Oc3ccc(C(N)=O)cc3[N+](=O)[O-])ccc12,-14%,15%,12%,-1,-20%,-5%,-18%,0%,-9%
CC1(C)Cc2c(c(N3CCOCC3)nc3sc(C(=O)Nc4cccc(Cl)c4)c(N)c23)CO1,-9%,45%,1%,-20,-8%,0%,-19%,-7%,-15%

# Single records, as listed above:
# `CCOC(=O)N1CCN(S(=O)(=O)c2cc(Br)cnc2N)CC1` across the screens: RGS4 inhibitor = -13%; APEX1 inh = -2%; POLB inh = 30%; LDHA inh = -7; POLK inh = -4%; Anesthetic bind = -12%; 12-LOX inh = 0%; ERG Ets-DNA blk = 2%; POLH inh = 4%
# `COc1ccc(C(=O)COC(=O)c2cncc(Br)c2)cc1` across the screens: RGS4 inhibitor = -5%; APEX1 inh = -9%; POLB inh = .; LDHA inh = -8; POLK inh = -4%; Anesthetic bind = .; 12-LOX inh = 0%; ERG Ets-DNA blk = 1%; POLH inh = -19%

# (listing goes on)
SMILES,RGS4 inhibitor,APEX1 inh,POLB inh,LDHA inh,POLK inh,Anesthetic bind,12-LOX inh,ERG Ets-DNA blk,POLH inh
Fc1ccc(-c2c[nH]c(=S)n2Cc2ccccc2)cc1,-44%,-6%,14%,0,14%,-5%,50µM*,-5%,-7%
O=C(O)CNc1ncccc1[N+](=O)[O-],3%,2%,3%,-11,-12%,-6%,-19%,3%,8%
COc1ccc2cc(N=Cc3nc(-c4ccc(C)cc4)oc3O)cnc2c1,10%,-3%,-9%,-7,-2%,-3%,-18%,1%,2%
CC1Cc2cc(/C(O)=C3\C(=O)C(=O)N(CCN(C)C)C3c3ccccc3F)ccc2O1 (centres undefined),-2%,4%,-19%,1,-17%,-6%,?,-7%,-1%
COc1ccc(CC(=O)NNC(=S)NC(=O)c2cccnc2)cc1,?,-5%,27%,-3,1%,4%,?,-5%,-17%
Cc1cc(C)n(CCC(=O)N/N=C/c2ccc(Br)c([N+](=O)[O-])c2)n1,-2%,3%,?,-6,-2%,-9%,186%[activator],-2%,-20%
Cc1cc(C)nc(NC(N)=NCCc2c[nH]c3ccccc23)n1,7%,-5%,-14%,-6,-3%,-9%,-13%,-4%,-15%
COc1cc(OC)c(NC(=O)CCCn2c(=O)oc3ccccc32)cc1Cl,14%,4%,10%,-12,-10%,-4%,-8%,3%,-16%
O=C(C=CC(=O)OC1CCCCC1)OC1CCCCC1,10%,.,.,-6,-12%,.,-6%,-4%,-7%
CCOc1ccc(N(C(=O)CNC(=O)c2cccs2)C(C(=O)NCC2CCCO2)c2ccc(OC)c(OC)c2)cc1 (centres undefined),11%,3%,-21%,-6,-5%,-7%,-12%,-4%,0%
COc1ccc(O)c(C(=O)c2cc(C#N)c(=O)n(Cc3ccccc3)c2)c1,-9%,-5%,-26%,-3,0%,-14%,?,2%,-16%
COC(=O)[C@@]1(Cc2ccc(F)cc2)[C@H]2c3cc(C(=O)N(C)C)n(CCF)c3C[C@H]2CN1C(=O)c1ccccc1,.,?,.,2,.,-14%,13%,.,.
CC(NC(=O)c1ccc2nc[nH]c2c1)c1ccccc1 (centres undefined),-3%,1%,12%,-2,-6%,-3%,0%,5%,-8%
O=[n+]1c2c(n([O-])c3ccccc31)CCC2,0%[11.4 µM],-2%,34%,7,-8%,-7%,.,9%,?
CC(C(=O)Nc1ccc(S(=O)(=O)N2CCOCC2)cc1)N1C(=O)C2CC=CCC2C1=O (centres undefined),-22%,-3%,4%,-3,-18%,-16%,-7%,-3%,-8%
CC1(O)CC2CC1C(C(=O)O)C2C(=O)O (centres undefined),-14%,.,.,-1,-11%,.,-12%,-8%,-11%
O=C(CCNS(=O)(=O)c1cccc2nsnc12)NCc1ccccc1Cl,1%,3%,43%,-9,1%,-11%,-12%,-14%,-16%
COc1cc(S(=O)(=O)N2CCCCCC2)c(OC)cc1Br,8%,4%,26%,-12,-10%,-19%,0%,-4%,-1%
O=c1nc(N/N=C/C=C/c2ccccc2)cn[nH]1,-4%,-3%,8%,1,-2%,7%,-13%,-5%,-9%
CC(C)(C)NCc1cc(Cl)ccc1OCc1cccs1,-19%,0%,10%,-1,-1%,-3%,-5%,3%,-17%
CCOC(=O)C1CCN(C(=O)c2ccc(N3CCOCC3)c([N+](=O)[O-])c2)CC1,-5%,27%,.,1,8%,.,40%[activator],2%,-7%
CN(C)C=Nc1ccc2nn(-c3ccccc3)nc2c1,21%[11.4 µM],-7%,13%,16,-16%,117%[activator],-3%,4%,?
COC(=O)C1(Cc2cc(-c3ccccc3)no2)CCN(C(=O)OC(C)(C)C)CC1,1%,0%,30%,3,-7%,-10%,11%,2%,-20%
COc1ccc(N(CC(=O)NCCC2=CCCCC2)S(C)(=O)=O)cc1OC,-20%,6%,23%,1,-12%,-12%,22%,1%,-5%
Cc1ccc(CNC(=O)C2CCCN(S(=O)(=O)N3CC(C)CC(C)C3)C2)cc1 (centres undefined),4%,18%,8%,-18,1%,-3%,8%,-2%,-5%
COc1cc(C2C(c3ccccc3)C(c3cc(OC)cc(=O)o3)C2c2ccccc2)oc(=O)c1 (centres undefined),8%,.,.,-8,5%,.,7%,-9%,-13%
COc1ccc(CN(C)C(C)C(=O)Nc2cccc3ccccc23)cc1 (centres undefined),-18%,-14%,21%,10,-4%,-9%,-6%,6%,-20%
O=C(CCCN1C(=O)/C(=C/c2ccccc2)SC1=S)NCCCn1ccnc1,-21%,40%,46%,-1,7%,-19%,9%,-1%,3%
COc1ccc(N(CC(=O)NC(C)C)C(=O)CCC(=O)Nc2ccccn2)cc1,-9%,37%,-20%,-3,2%,-11%,7%,-5%,-17%
CCC(CC)c1nnc(NC(=O)c2cc([N+](=O)[O-])ccc2N2CCOCC2)s1,-25%,9%,.,2,6%,.,?,-6%,-13%
CCN1CCN(C(=O)c2ccc(Cl)c(S(=O)(=O)N3CCCCCC3)c2)CC1,-6%,15%,17%,-5,-3%,-4%,-22%,4%,-22%
COc1ccc(N2CC(C(=O)NNC(=O)c3ccc(Br)cc3)CC2=O)c(OC)c1 (centres undefined),-22%,15%,.,-5,3%,.,3%,2%,-16%
COC(=O)[C@]1(Cc2ccccc2)N[C@H](CN(C)C(=O)Nc2ccccc2)[C@@H]2C(=O)N(C)C(=O)[C@@H]21,4%,27%,.,1,-3%,.,-16%,-3%,-10%
Cc1ccc(C)c(NC(=O)CN2CCCN(Cc3cccc(Cl)c3)S2(=O)=O)c1,3%,.,?,-4,7%,-2%,?,-4%,-7%
Cc1ccn2cc(-c3ccc(NC(=O)c4ccco4)cc3)nc2c1,15%,2%,5%,-5,-13%,5%,-2%,11%,-20%
O=C(COc1ccc2c3c(c(=O)oc2c1)CCC3)Nc1ccccn1,-26%,-2%,-13%,-4,-5%,2%,3%,-5%,-20%
O=C(N/N=C/c1ccccn1)c1cccc([N+](=O)[O-])c1,-15%,0%,-2%,-6,-12%,-14%,7%,-7%,10%
Cc1cccc(Nc2nnc(-c3ccc(N4CCOCC4)c([N+](=O)[O-])c3)c3ccccc23)c1,9%,1%,6%,-5,-1%,-20%,0%,-3%,-23%
COc1ccc(Nc2nnc(SCC(=O)c3cc4ccccc4o3)s2)cc1,?,6%,1%,-2,-28%,-10%,14%,40%[activator],-12%
O=C(O)c1cccc2c1-c1ccc([N+](=O)[O-])cc1C2=O,-6%,.,.,9,-20%,.,?,-6%,-3%
Cn1nc(OCc2ccccc2)ccc1=O,-13%,1%,0%,-4,-10%,-9%,31%[activator],-8%,1%
CC(=O)NC(=O)c1cnn(-c2ccccc2)c1N,2%,1%,?,2,-12%,-4%,0%,-5%,-12%
